# D2 ag = activates the human D2 dopamine receptor | AID 485358 | HEK293 T-REx D2 cells, calcium flux agonist mode | P14416 | 0.53% of 340,000 active | activation, % at 2 µM;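 active = activation over 3 SD above normal in the single-dose calcium agonist read, cut at about 30% in these data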; note: 0% is about no effect
# Target sequence (P14416 whole entry, looked up): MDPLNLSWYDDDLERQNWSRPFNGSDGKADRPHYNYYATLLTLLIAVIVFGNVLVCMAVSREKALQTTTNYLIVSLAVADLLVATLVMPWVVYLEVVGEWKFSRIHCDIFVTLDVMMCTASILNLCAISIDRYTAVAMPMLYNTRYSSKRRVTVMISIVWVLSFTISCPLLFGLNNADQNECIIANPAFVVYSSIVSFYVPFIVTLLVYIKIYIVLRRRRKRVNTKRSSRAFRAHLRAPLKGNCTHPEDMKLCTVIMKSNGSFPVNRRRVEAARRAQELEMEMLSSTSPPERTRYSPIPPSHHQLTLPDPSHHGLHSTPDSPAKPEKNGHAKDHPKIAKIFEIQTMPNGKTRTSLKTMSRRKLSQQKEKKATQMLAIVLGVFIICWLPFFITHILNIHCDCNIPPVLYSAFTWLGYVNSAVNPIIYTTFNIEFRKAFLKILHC
#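 Agonism is scored from calcium flux in a force-coupled, inducible HEK293 cell line expressing D2, read kinetically for 180 s after compound addition against dopamine controls.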
# TRHR ag = TRH receptor (human) agonism; P34981; TRHR cells, calcium flux fluo-8, FDSS agonist mode; activation, % at 2 µM; 0.18% of 360,000 active; note: 0% is about no effect
# Target sequence (P34981 whole entry, looked up): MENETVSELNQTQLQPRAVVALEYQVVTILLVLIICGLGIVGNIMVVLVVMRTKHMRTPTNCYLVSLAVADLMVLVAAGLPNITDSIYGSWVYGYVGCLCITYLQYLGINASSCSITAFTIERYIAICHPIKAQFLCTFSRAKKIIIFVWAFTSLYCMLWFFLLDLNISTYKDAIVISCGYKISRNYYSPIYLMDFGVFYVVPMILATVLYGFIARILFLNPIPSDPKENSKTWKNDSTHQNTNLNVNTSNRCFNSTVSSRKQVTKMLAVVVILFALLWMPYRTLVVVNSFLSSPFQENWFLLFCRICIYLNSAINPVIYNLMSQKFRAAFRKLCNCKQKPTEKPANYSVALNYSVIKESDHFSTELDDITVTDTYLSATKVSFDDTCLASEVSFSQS
#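 TRHR-expressing cells, plated overnight in medium with 10% serum, were loaded with fluo-8 calcium dye at room temperature. After a 10 s baseline, library compound was pin-added and calcium release was recorded kinetically (ex 480/em 530) as agonist response.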
# RXFP1 antag = blocks the human relaxin receptor RXFP1 | activity change, negative = inhibition, % at 57.5 µM | Q9HBX9 | HEK293-RXFP1, relaxin-stimulated cAMP HTRF, 30 min; active compounds read low | 0.59% of 350,000 active | AID 1259400;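 active = activity change of -60% or lower, but not beyond a set lower limit; inconclusive = change between -60% and -40%, or beyond the set limit; inactive = change above -40%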; note: % is set by controls: 0 for no effect and ±100 for the full control effect
# D1 antagonist = human D1 dopamine receptor antagonism. HEK293 TREx D1 cells, calcium flux, dopamine EC80; active compounds read low. activity change, negative = inhibition, % at 10 µM. 3.2% of 360,000 active; in the data active = activity change below about -30%; note: % is set by controls: 0 for no effect and ±100 for the full control effect
#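 Using tetracycline-induced force-coupled D1 Hek293 cells and a calcium dye, signals were followed for 180 s after compound, then for 180 s after EC80 dopamine, to detect inhibitors.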
# TRHR enhancer = TRH receptor (human) allosteric enhancement; P34981; TRHR cells, fluo-8 calcium fluorescence, EC20 TRH enhancement; enhancement, % at 2 µM; 0.66% of 360,000 active; in the data active = enhancement above about 30%; note: 0% is about no effect
#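 TRHR-expressing cells loaded with fluo-8 calcium dye were read kinetically (ex 480/em 530) during compound addition, then stimulated with an EC20 of TRH (10 nM final). Enhancement of the Gq-mediated intracellular calcium response was scored.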
# D1 PAM = human D1 dopamine receptor positive modulation. P21728. HEK293 TREx D1 cells, calcium flux, dopamine EC20 potentiation. potentiation, % at 10 µM. 0.036% of 360,000 active. AID 504651; in the data active = potentiation above about 30%; note: 0% is about no effect
# D2 potentiator = positive allosteric modulators of human D2 dopamine receptor | P14416 | HEK293 T-REx D2, calcium flux, EC20 dopamine potentiation | potentiation, % at 10 µM | 0.34% of 340,000 active | AID 485347;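 active = potentiation over 3 SD above the plate norm, cut at about 30% in these data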; note: 0% is about no effect
#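 Cells plated with tetracycline inducer and held overnight at 30 C; calcium dye loaded 30–90 min at room temperature; baseline taken, compound added and read 180 s; EC20 dopamine then added and read 180 s.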
# D2 antagonist = antagonists of human D2 dopamine receptor; inhibition, % at 10 µM; P14416; 2% of 340,000 active; HEK293 TREx D2 cells, calcium flux, dopamine EC80; in the data active = inhibition above about 30%; note: 0% is about no effect
#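 In this primary screen, negative modulation is detected by tracking calcium flux after an EC80 dopamine challenge in inducible HEK293 T-REx D2 cells preexposed to test compound for 180 s.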
# D1 ag = agonists of human D1 dopamine receptor | P21728 | HEK293 T-REx D1 cells, calcium flux, agonist mode | activation, % at 2 µM | 1% of 360,000 active | AID 504660; note: 0% is about no effect
#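 Inducible HEK293 T-REx D1 cells, force-coupled to calcium signalling, were plated at 4000 cells/well with tetracycline and held overnight at 30 C. After no-wash calcium dye loading, compound-evoked calcium rise over 180 s flagged agonists.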
# * = called active by the depositor; ? = inconclusive; nt = no result given. Cut-off read from the data, not from the text of the source, unless noted: active = activation above about 30%; inactive = the rest. Rows are unselected; any-hit rate near 7.1%.
# The first 3 entries as a preview:
# Values in the order: D2 ag	TRHR ag	RXFP1 antag	D1 antagonist	TRHR enhancer	D1 PAM	D2 potentiator	D2 antagonist	D1 ag
- CCn1cc(C(=O)NCCC(C)C)c(=O)c2cc(F)c(N3CCN(C)CC3)cc21
 : 1.2	1.9	13	0	-6	-11	0	9	5
- O=C(NNC(=O)c1ccccc1[N+](=O)[O-])c1csc(N2CCOCC2)n1
 : -1.3	0.2	-4	17	4	-7	9	-14	1
- C=CCONC(=O)c1cc(OCC(F)(F)F)ccc1OCC(F)(F)F
 : -0.4	-0.8	9	-3	2	-3	-2	8	0

# The whole of this part, repeating the preview:
# Values in the order: D2 ag	TRHR ag	RXFP1 antag	D1 antagonist	TRHR enhancer	D1 PAM	D2 potentiator	D2 antagonist	D1 ag
- CCn1cc(C(=O)NCCC(C)C)c(=O)c2cc(F)c(N3CCN(C)CC3)cc21
 : 1.2	1.9	13	0	-6	-11	0	9	5
- O=C(NNC(=O)c1ccccc1[N+](=O)[O-])c1csc(N2CCOCC2)n1
 : -1.3	0.2	-4	17	4	-7	9	-14	1
- C=CCONC(=O)c1cc(OCC(F)(F)F)ccc1OCC(F)(F)F
 : -0.4	-0.8	9	-3	2	-3	-2	8	0
- N#CC1=C(N)Oc2n[nH]c(-c3ccncc3)c2C1c1ccsc1 (stereo not drawn)
 : nt	-0.2	5	-6	1	-3	nt	nt	2
- O=C(CCN1CCCC1)Nc1ccc(Br)cc1
 : -0.1	1.1	0	4	-1	-7	-3	-14	10
- CCOC(CNC(=O)c1cc(C)nn1-c1ccccc1)OCC
 : 0.0	-1.1	0	-1	-5	3	3	19	1
- OCCC1CN(Cc2cnc(-c3cccc4ccccc34)nc2)CCN1C1CCCCC1 (stereo not drawn)
 : 0.7	0.0	5	2	0	1	4	5	2
- Cc1ccc(SCC(=O)NCCc2ccc(F)cc2)cc1
 : 0.8	-0.4	14	-17	25	-2	4	-5	6
- COC(=O)c1scc(-c2ccc(C)cc2)c1S(=O)(=O)Nc1cc(C)ccc1OC
 : 0.5	0.3	nt	-23	-7	-8	-5	nt	6
- COCCNc1c(-c2ccc(OC)c(OC)c2)nc2ccc(Cl)cn12
 : 0.1	0.1	-3	32	4	2	4	4	0

# Reformatted: results already given.
> O=C(CCN1CCCC1)Nc1ccc(Br)cc1
  D2 ag = -0.1; TRHR ag = 1.1; RXFP1 antag = 0; D1 antagonist = 4; TRHR enhancer = -1; D1 PAM = -7; D2 potentiator = -3; D2 antagonist = -14; D1 ag = 10
> C=CCONC(=O)c1cc(OCC(F)(F)F)ccc1OCC(F)(F)F
  D2 ag = -0.4; TRHR ag = -0.8; RXFP1 antag = 9; D1 antagonist = -3; TRHR enhancer = 2; D1 PAM = -3; D2 potentiator = -2; D2 antagonist = 8; D1 ag = 0
> OCCC1CN(Cc2cnc(-c3cccc4ccccc34)nc2)CCN1C1CCCCC1 (stereo not drawn)
  D2 ag = 0.7; TRHR ag = 0.0; RXFP1 antag = 5; D1 antagonist = 2; TRHR enhancer = 0; D1 PAM = 1; D2 potentiator = 4; D2 antagonist = 5; D1 ag = 2
> Cc1ccc(SCC(=O)NCCc2ccc(F)cc2)cc1
  D2 ag = 0.8; TRHR ag = -0.4; RXFP1 antag = 14; D1 antagonist = -17; TRHR enhancer = 25; D1 PAM = -2; D2 potentiator = 4; D2 antagonist = -5; D1 ag = 6

# Remaining list, next part.
# Values in the order: D2 ag	TRHR ag	RXFP1 antag	D1 antagonist	TRHR enhancer	D1 PAM	D2 potentiator	D2 antagonist	D1 ag
- O=C(Nc1c2c(nn1-c1ccc([N+](=O)[O-])cc1)CS(=O)(=O)C2)c1ccccc1F
 : 0.1	1.3	5	-18	-2	-4	12	3	3
- CCC(Sc1nc2c(c(=O)[nH]1)CCC2)C(=O)Nc1cccc(OC)c1 (stereo not drawn)
 : 0.3	-1.2	-24	2	0	-4	15	-4	2
- Cc1ccc(NC(=O)Cn2cccc2C2=NC(c3ccccc3)CO2)c(C)c1 (stereo not drawn)
 : 1.3	-0.1	nt	-9	1	3	0	-2	0
- CCc1ccc2nc(N(CCCN(C)C)C(=O)c3ccc(S(=O)(=O)N4CCc5ccccc5C4)cc3)sc2c1
 : 2.1	0.1	-20	11	1	-9	-7	2	7
- Cc1ccsc1/C=N/NC(=O)CNC(=O)c1ccco1
 : 0.5	0.1	3	-25	-5	-3	-2	2	1
- CCCCC(=O)Nc1ccc2oc(-c3cccnc3)nc2c1
 : -0.9	-0.2	1	0	-12	5	-7	5	3
- COc1cc(CNc2ccccc2SC)ccc1O
 : -0.1	-0.7	-3	-2	2	-4	0	-19	-1
- O=C(c1ccc(-c2ccccc2)cc1)N1CCN(Cc2ccccn2)CC1
 : nt	-0.2	-7	-31*	-8	-2	nt	nt	0
- Cc1nc(=O)c(-c2ccccc2)c(C)n1CCCCCC(=O)O
 : 0.6	0.7	-3	-7	-2	0	-5	9	3
- CCN(C(=O)CN1CCOCC1)c1c(N)n(Cc2ccccc2)c(=O)[nH]c1=O
 : 0.0	0.4	2	31	0	1	6	10	4
- Cc1cc(C)cc(N2CC(O)=C(c3nc4ccccc4c(=O)[nH]3)C2=N)c1
 : 0.2	0.2	-13	-14	4	5	1	-6	1
- Cc1ccc(N=Nc2c(C)[nH]n(-c3ccccc3)c2=O)c(C)c1
 : 0.1	-0.7	-18	-17	12	2	6	2	1
- O=c1cc2c(n[nH]1)-c1ccccc1CC2
 : -0.5	0.2	0	-1	3	-1	2	0	0
- COc1ccc(Br)cc1CNC(=O)CN1CCSc2ccccc21
 : -0.3	-0.5	nt	-8	-14	2	14	nt	-1
- CC(=O)Nc1ccc(S(=O)(=O)N(C)CC(=O)OCC(=O)NCc2ccco2)cc1
 : -0.1	0.5	-2	26	6	-2	-3	12	2
- CCN1CCN(c2ccc(S(=O)(=O)N3CCOCC3)cc2NC(=O)c2sccc2C)CC1
 : 0.3	1.0	-8	19	1	-5	13	3	-1
- COCCNc1oc(-c2ccc(OC)cc2)nc1C#N
 : 0.3	0.0	nt	-13	-3	-4	nt	nt	-1
- CN(CCC#N)C(=O)CSc1ncnc2sc(-c3ccccc3)cc12
 : 0.9	0.7	-6	-29	-4	-9	-11	7	4
- CC(=O)OC(C)CS(=O)(=O)c1ccccc1 (stereo not drawn)
 : 0.0	0.5	4	-13	-5	7	26	30*	2
- CSc1nc(N(C)NC(=O)c2ccccc2)c2ccccc2n1
 : -0.8	-1.1	4	-5	-3	-3	-1	-4	2
- COc1ccc(CNC(=O)C(NC(C)=O)C(=O)Nc2ccc(C(C)C)cc2)cc1 (stereo not drawn)
 : -0.4	-0.5	4	-1	17	-3	3	-5	-1
- CCOC(=O)c1nnn(-c2nonc2N)c1CSc1ccc(C)cc1
 : -0.2	2.4	-10	-11	-7	-2	-4	3	4
- CCC(C)(C)n1nnnc1C(c1ccccc1F)N1CCC(C(N)=O)CC1 (stereo not drawn)
 : 0.8	0.1	nt	-4	-1	1	10	-10	3
- Cc1ccc(C2=NN(C(=O)COc3ncnc4ccccc34)C(c3ccco3)C2)cc1 (stereo not drawn)
 : 0.8	-0.8	-16	34	3	6	2	13	-1
- O=C(Nc1ccc(Cl)cn1)c1ccc2c(Cl)c3c(nc2c1)CCC3
 : 0.0	-0.3	2	-2	-5	1	5	18	2
- O=C(COC(=O)CNC(=O)c1ccccc1F)NCC(F)(F)F
 : -0.5	0.5	4	-3	3	3	6	-8	6
- CCc1cc(C(=O)O)c(NC(=O)C(c2ccccc2)c2ccccc2)s1
 : -2.7	-0.2	-14	3	18	10	8	-2	-1
- CCOC(=O)c1c(C)[nH]c(C(=O)OC(C)C(=O)Nc2ccccc2OC)c1C (stereo not drawn)
 : -0.9	-0.9	-19	1	-8	-4	16	8	1
- Cc1nc2nc(C)c(CCC(=O)N3CCN(c4ccccc4)CC3)c(C)n2n1
 : 0.5	0.4	-2	6	5	10	-3	-9	0
- CCOc1ccc(C2/C(=C(\O)c3c(C)[nH]c(C(=O)OC)c3C)C(=O)C(=O)N2CCN(C)C)cc1 (stereo not drawn)
 : -0.4	-0.5	15	1	14	-12	-4	2	2

# (list continues)
canonical_smiles,D2 ag,TRHR ag,RXFP1 antag,D1 antagonist,TRHR enhancer,D1 PAM,D2 potentiator,D2 antagonist,D1 ag
O=C(CCCn1c(=O)[nH]c2cc(Cl)ccc2c1=O)NCCN1CCN(c2ccccc2)CC1,13,0.1,-11,-11,3,-5,-29,81*,-2
Cc1cc(C)n(CC(=O)Nc2cccc(C(F)(F)F)c2)n1,0.3,-0.1,5,-3,-2,-2,-5,-12,5
Cc1occc1C(=O)Nc1c(F)c(F)c(F)c(F)c1F,-0.3,-0.5,2,1,15,11,9,-17,4
CC1(C)CC(=O)C=C(NCC(O)c2ccccc2)C1 (stereo not drawn),2.0,-0.5,1,0,3,-6,-3,1,1
CN(C)S(=O)(=O)N1CCN(C(=O)c2ccccc2)CC1,0.5,0.2,-9,-7,7,-5,18,-11,4
Cc1ccc(/C=N/NC(=O)C2COc3ccccc3O2)s1 (stereo not drawn),-0.8,-0.2,0,12,11,-3,2,22,1
COc1ccccc1CCNC(=O)CSc1nc(-c2ccco2)cc(C(F)(F)F)n1,0.1,0.3,nt,-2,-1,0,2,-11,1
Cc1cc(=O)oc2c(CN(CC(C)C)CC(C)C)c(O)ccc12,1.5,0.0,8,11,3,-6,6,2,2
Cc1ccc(/C=C(\C#N)C(=O)Nc2cccc(Cl)c2)o1,0.3,1.2,14,-5,5,0,0,nt,3
O=C(CN(c1cccc(C(F)(F)F)c1)S(=O)(=O)c1ccccc1)N1CCOCC1,0.5,-0.3,-2,21,5,-4,4,13,-1
S=C(NCc1ccco1)Nc1ccc(Oc2ccc(Cl)cc2)cc1,0.3,-0.5,?,-22,7,-1,6,3,13
Cc1cccc(N2CCN(S(=O)(=O)c3ccc4[nH]c5c(c4c3)CCCCC5)CC2)c1C,0.3,1.0,-5,1,2,2,3,nt,3
COc1ccc(C2/C=C\CN(C(=O)CC(C)C)CC(=O)N2Cc2ccc(F)cc2)cc1 (stereo not drawn),-0.4,0.0,nt,-9,-10,2,8,12,1
CC(=O)NC1=NN(C(C)=O)C(C)(CS(=O)(=O)c2ccc3ccccc3c2)S1 (stereo not drawn),0.4,-0.1,-31,2,2,-6,4,39*,0
Cc1nn(CC(=O)NCCCN2CCCC2)c(=O)c2nn(-c3ccccc3)c(C)c12,0.8,1.0,7,11,13,3,1,-13,0
CC(C)C(NC(=S)NCc1ccccc1)C(=O)O (stereo not drawn),0.1,0.8,3,-9,5,8,-6,8,4
CC(=O)COC(=O)C1=NN(c2ccccc2)C(=O)CC1,0.3,-0.3,4,-10,-8,1,-7,-3,1

# Assay outcomes deposited in PubChem by National Center for Advancing Translational Sciences (NCATS).
